Compound activity as filed in PubChem BioAssay.
Yp Topo-I inh – Yersinia pestis topoisomerase I inhibitors, primary screen, biochemical, cleavage product accumulation, plate reader, single point; DNA topoisomerase I (Yersinia pestis CO92); Y. pestis Topo-I cleavage product accumulation; activity, % at 10 µM; hit rate 0.064% among 360,000; AID 504884, 2011; in the data active means activity above about 50%, passing the limit was not always enough; inconclusive means no clear call, values can overlap the other calls; further: inactives centre near 2
FadD28 FP inh – inhibitors of FadD28 bisubstrate probe binding, primary screen, biochemical, fluorescence polarization, single point; Mycobacterium tuberculosis FadD28 fatty-acid-AMP ligase; inhibition, % at 12.5 µM; hit rate 0.22% among 360,000; in the data active means inhibition above about 8.5%, passing the limit was not always enough; inconclusive means no clear call, values can overlap the other calls
PrPC surface inh – inhibitors of human cell surface prion protein PrPC, primary screen, cell-based, TR-FRET; TR-FRET read-out; AID 720596, 2013; Major prion protein (Homo sapiens), P04156; inhibition, % at 13.8 µM; hit rate 0.43% among 370,000; in the data active means inhibition above about 24%; further: 0% = median of the test wells and 100% = reference compound wells
TcdB inh – TcdB glycohydrolase inhibitors, primary screen, biochemical, single point, plate reader | Toxin B (Clostridioides difficile), P18177 | TcdB glycohydrolase enzymatic assay | inhibition, % at 9.99 µM | hit rate 0.24% among 350,000 | AID 652162, 2013; in the data active means inhibition above about 10%
Anthrax LF inh2 – Bacillus anthracis LF protease inhibitors, primary screen, biochemical, multiplex microsphere, MLPCN library; Lethal factor (Bacillus anthracis), P15917; multiplex microsphere protease cleavage assay; inhibition, % at 10 µM; hit rate 0.12% among 360,000; AID 588501, 2011; further: plate controls were buffer without enzyme for full effect and enzyme alone for no effect
Target sequence (P15917 whole entry, looked up): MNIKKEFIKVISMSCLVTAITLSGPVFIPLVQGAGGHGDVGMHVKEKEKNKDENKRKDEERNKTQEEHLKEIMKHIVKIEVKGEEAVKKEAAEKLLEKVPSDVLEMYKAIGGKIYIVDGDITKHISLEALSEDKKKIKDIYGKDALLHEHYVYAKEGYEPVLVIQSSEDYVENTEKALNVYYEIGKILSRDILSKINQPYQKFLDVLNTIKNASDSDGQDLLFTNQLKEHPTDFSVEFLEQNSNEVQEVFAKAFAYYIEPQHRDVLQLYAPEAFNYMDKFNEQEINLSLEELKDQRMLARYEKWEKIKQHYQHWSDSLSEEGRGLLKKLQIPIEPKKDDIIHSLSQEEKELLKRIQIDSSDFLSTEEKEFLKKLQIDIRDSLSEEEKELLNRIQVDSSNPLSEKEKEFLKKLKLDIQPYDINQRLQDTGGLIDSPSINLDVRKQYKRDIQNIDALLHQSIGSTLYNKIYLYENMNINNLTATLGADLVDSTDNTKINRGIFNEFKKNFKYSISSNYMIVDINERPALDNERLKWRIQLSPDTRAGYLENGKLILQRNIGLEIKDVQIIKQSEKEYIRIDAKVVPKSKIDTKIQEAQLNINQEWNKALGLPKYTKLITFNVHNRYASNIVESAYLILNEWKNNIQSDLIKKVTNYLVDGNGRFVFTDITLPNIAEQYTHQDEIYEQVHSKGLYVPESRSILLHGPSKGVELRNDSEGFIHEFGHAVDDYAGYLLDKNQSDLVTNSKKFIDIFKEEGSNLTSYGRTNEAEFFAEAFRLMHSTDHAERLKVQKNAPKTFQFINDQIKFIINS
BoNT F protease – BoNT/F light chain protease inhibitors, primary screen, biochemical, flow cytometry, MLPCN library. inhibition, % at 10 µM. hit rate 0.22% among 360,000. Multiplex microsphere protease cleavage assay; in the data active means inhibition above about 35%, passing the limit was not always enough; inconclusive means no clear call, values can overlap the other calls; further: plate controls were buffer without enzyme for full effect and enzyme alone for no effect
BoNT A protease – BoNT/A light chain protease inhibitors, primary screen, biochemical, flow cytometry, MLPCN library; Botulinum neurotoxin type A light chain protease (Clostridium botulinum A str. ATCC 3502); multiplex microsphere protease substrate cleavage; inhibition, % at 10 µM; hit rate 0.17% among 360,000; AID 588499, 2011; further: plate controls were buffer without enzyme for full effect and enzyme alone for no effect
CCHF vOTU inh – CCHFV vOTU protease inhibitors, primary screen, biochemical, Pep-AMC substrate, fluorescence; Crimean-Congo hemorrhagic fever virus L polyprotein viral ovarian tumor (vOTU) protease …; inhibition, % at 11.5 µM; hit rate 0.55% among 370,000; in the data active means inhibition above about 30%; further: 0% = vehicle wells with enzyme and 100% = no enzyme wells
PfHsp40 yeast – rescue of yeast from PfHsp40 toxicity, primary screen, S. cerevisiae, ATP luminescence; S. cerevisiae expressing PfHsp40, growth rescue; growth rescue, % at 12.5 µM; hit rate 0.68% among 340,000; AID 504582, 2011; in the data active means growth rescue above about 28%, passing the limit was not always enough; inconclusive means no clear call, values can overlap the other calls;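 further: yeast W303a lacking pdr1 and pdr3 grown in galactose medium; growth measured after three days at 30 °C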
An asterisk follows results filed as active. Unless noted, no stated cut-off is given here; in the data, active means inhibition above about 30%; inconclusive means no clear call, values can overlap the other calls; inactive means below that.

For CC(C)(C)c1ccc(-c2nc(-c3ccncc3)no2)cc1 the results were Yp Topo-I inh 13, FadD28 FP inh -2.3, PrPC surface inh 4, TcdB inh 1.7, Anthrax LF inh2 -3, BoNT F protease -3, BoNT A protease 0.4, CCHF vOTU inh 1 and PfHsp40 yeast 0.7.
`CCn1c(SCC(=O)O)nnc1-c1ccc2[nH]c(C)c(C)c2c1` gave Yp Topo-I inh 0, FadD28 FP inh -2.6, PrPC surface inh 2, TcdB inh 0.7, Anthrax LF inh2 -1, BoNT F protease 4, BoNT A protease -0.5, CCHF vOTU inh 3 and PfHsp40 yeast -0.1.
For CC1CCC2(CC1)NC(=O)N(CC(=O)Nc1cccc(C#N)c1)C2=O (stereo not drawn) the results were Yp Topo-I inh 4, FadD28 FP inh -1.9, PrPC surface inh -8, TcdB inh 0.8, Anthrax LF inh2 4, BoNT F protease -6, BoNT A protease -0.9, CCHF vOTU inh 2 and PfHsp40 yeast -1.4.
O=C1C=CC(=O)N1Cc1ccccc1 was read as Yp Topo-I inh -2, FadD28 FP inh -4.5, PrPC surface inh 5, TcdB inh 1.0, Anthrax LF inh2 0, BoNT F protease 9, BoNT A protease 4.9, CCHF vOTU inh -6 and PfHsp40 yeast -0.8.
Screening COc1cc(OC)cc(C(=O)NNC(=O)CCC2CCCC2)c1 returned Yp Topo-I inh 2, FadD28 FP inh -2.7, PrPC surface inh -1, TcdB inh 0.9, Anthrax LF inh2 -2, BoNT F protease -3, BoNT A protease 2.5, CCHF vOTU inh 4 and PfHsp40 yeast -0.2.
Cc1ccc(-c2cc(C(=O)Nc3cc(C)on3)c3ccccc3n2)cc1 was read as Yp Topo-I inh -11, FadD28 FP inh 0.5, PrPC surface inh -3, TcdB inh 0.9, Anthrax LF inh2 0, BoNT F protease -6, BoNT A protease 0.5, CCHF vOTU inh -22 and PfHsp40 yeast -1.1.
Cc1ccc(S(=O)(=O)N(Cc2cccc(C(F)(F)F)c2)C(=O)N2CCN(C)CC2)cc1 was read as Yp Topo-I inh -11, FadD28 FP inh -1.7, PrPC surface inh -4, TcdB inh 3.3, Anthrax LF inh2 0, BoNT F protease 4, BoNT A protease 0.4, CCHF vOTU inh -6 and PfHsp40 yeast 52*.
Screening Cc1ccccc1NC(=O)c1ccccc1NS(=O)(=O)c1cccc2cccnc12 returned Yp Topo-I inh 0, FadD28 FP inh -4.6, PrPC surface inh -2, Anthrax LF inh2 -4, BoNT F protease 3, BoNT A protease 0.6, CCHF vOTU inh 13 and PfHsp40 yeast -1.3.
O=C(c1ccc(F)c(S(=O)(=O)N2CCOCC2)c1)N1CCN(c2ncccn2)CC1 was read as Yp Topo-I inh 3, FadD28 FP inh -1.3, PrPC surface inh -4, TcdB inh 1.1, Anthrax LF inh2 -13, BoNT F protease -1, BoNT A protease -0.5, CCHF vOTU inh -4 and PfHsp40 yeast -1.3.
For CCOC(=O)c1cn[nH]c1C(F)(F)F the results were Yp Topo-I inh 4, FadD28 FP inh -2.6, PrPC surface inh 0, TcdB inh 0.6, Anthrax LF inh2 4, BoNT F protease 0, BoNT A protease -0.2, CCHF vOTU inh -3 and PfHsp40 yeast -0.3.
Screening COc1ccc(Cl)cc1NC(=O)C/C(C)=N/NC(=O)COc1ccc(C)cc1 returned Yp Topo-I inh 19, FadD28 FP inh -4.4, PrPC surface inh 5, TcdB inh 1.3, Anthrax LF inh2 4, BoNT F protease 12, BoNT A protease -1.0, CCHF vOTU inh -2 and PfHsp40 yeast -0.8.
CCOC(=O)Cc1csc(NC(=O)CSc2nc(N)c3c(C)c(C)sc3n2)n1 was read as Yp Topo-I inh -1, FadD28 FP inh -0.2, PrPC surface inh 11, Anthrax LF inh2 -2, BoNT F protease -31, BoNT A protease -0.5, CCHF vOTU inh 16 and PfHsp40 yeast 0.0.
For Cn1c(=O)c2c(O)cc(=O)n(-c3ccccc3)c2n(C)c1=O the results were Yp Topo-I inh -7, FadD28 FP inh -3.7, PrPC surface inh 4, Anthrax LF inh2 1, BoNT F protease 16, BoNT A protease 0.9, CCHF vOTU inh 4 and PfHsp40 yeast -0.8.
Cc1ccc(NC(=O)c2cc(-c3ccccc3)nn2-c2ccccc2)c(Br)c1 was read as Yp Topo-I inh -1, FadD28 FP inh 0.1, PrPC surface inh 8, TcdB inh 1.7, Anthrax LF inh2 -3, BoNT F protease -2, BoNT A protease -0.4, CCHF vOTU inh -9 and PfHsp40 yeast 0.0.
C=C(C)Cn1c(=O)c2c(nc3n2CCCN3CCc2ccccc2)n(C)c1=O was read as Yp Topo-I inh 9, FadD28 FP inh -1.4, PrPC surface inh 1, TcdB inh -0.5, Anthrax LF inh2 -1, BoNT F protease -3, BoNT A protease -0.4, CCHF vOTU inh 19 and PfHsp40 yeast 0.4.
COc1cc(OC)cc(C(=O)NNC(=O)CCOc2ccccc2OC)c1 was read as Yp Topo-I inh -1, FadD28 FP inh -5.4, PrPC surface inh 1, TcdB inh 0.1, Anthrax LF inh2 -2, BoNT F protease -4, BoNT A protease -0.4, CCHF vOTU inh 9 and PfHsp40 yeast 0.1.
For CCn1nc(C)c(CN2CCCC(CO)(Cc3ccccc3)C2)c1C (stereo not drawn) the results were Yp Topo-I inh -3, FadD28 FP inh -3.4, PrPC surface inh 7, TcdB inh 2.4, Anthrax LF inh2 -2, BoNT F protease -4, BoNT A protease 0.5, CCHF vOTU inh -12 and PfHsp40 yeast -2.2.
`COc1cccc(CNC(=O)[C@H](CC(C)C)NC(=O)N2CCn3c2nc2ccccc23)c1` gave Yp Topo-I inh 9, FadD28 FP inh -3.0, PrPC surface inh -5, TcdB inh 0.4, Anthrax LF inh2 1, BoNT F protease 0, BoNT A protease 0.8, CCHF vOTU inh 22 and PfHsp40 yeast 0.0.
COC(=O)c1cccc(C23CC4(C2)[C@H](CN(Cc2ccc(-c5ccccc5)cc2)[C@@H]4c2ccccc2)C3c2ccc(Cl)nc2)c1 (stereo partly drawn) was read as Yp Topo-I inh 3, FadD28 FP inh -4.6, PrPC surface inh -5, Anthrax LF inh2 -4, BoNT F protease -10, BoNT A protease -0.6, CCHF vOTU inh -12 and PfHsp40 yeast 0.4.
`CC(C)n1c(N2CCN(C(=O)N3CCCCC3)CC2)nc2ccccc21` gave Yp Topo-I inh 5, FadD28 FP inh -3.8, PrPC surface inh 0, Anthrax LF inh2 -12, BoNT F protease 8, BoNT A protease -0.6, CCHF vOTU inh -5 and PfHsp40 yeast 1.3.

The list goes on (3 carried over from the part before).
`COc1cccc(CNC(=O)[C@H](CC(C)C)NC(=O)N2CCn3c2nc2ccccc23)c1` gave Yp Topo-I inh 9, FadD28 FP inh -3.0, PrPC surface inh -5, TcdB inh 0.4, Anthrax LF inh2 1, BoNT F protease 0, BoNT A protease 0.8, CCHF vOTU inh 22 and PfHsp40 yeast 0.0.
COC(=O)c1cccc(C23CC4(C2)[C@H](CN(Cc2ccc(-c5ccccc5)cc2)[C@@H]4c2ccccc2)C3c2ccc(Cl)nc2)c1 (stereo partly drawn) was read as Yp Topo-I inh 3, FadD28 FP inh -4.6, PrPC surface inh -5, Anthrax LF inh2 -4, BoNT F protease -10, BoNT A protease -0.6, CCHF vOTU inh -12 and PfHsp40 yeast 0.4.
`CC(C)n1c(N2CCN(C(=O)N3CCCCC3)CC2)nc2ccccc21` gave Yp Topo-I inh 5, FadD28 FP inh -3.8, PrPC surface inh 0, Anthrax LF inh2 -12, BoNT F protease 8, BoNT A protease -0.6, CCHF vOTU inh -5 and PfHsp40 yeast 1.3.
`CCOC(=O)c1nc2sc(C)c(C)c2c(=O)[nH]1` gave Yp Topo-I inh -1, FadD28 FP inh -3.0, PrPC surface inh -7, TcdB inh 0.2, Anthrax LF inh2 -1, BoNT F protease 6, BoNT A protease 0.8, CCHF vOTU inh -86 and PfHsp40 yeast -0.5.
For CC(C)c1nnc(SCC(=O)NCc2ccc3c(c2)OCO3)n1C the results were Yp Topo-I inh -9, FadD28 FP inh -2.0, PrPC surface inh 6, Anthrax LF inh2 0, BoNT F protease 15, BoNT A protease 0.0, CCHF vOTU inh 1 and PfHsp40 yeast -0.2.
Cc1c(/C=N/O)sc2ccccc12 was read as Yp Topo-I inh 6, FadD28 FP inh -1.5, PrPC surface inh -1, TcdB inh 1.0, Anthrax LF inh2 -12, BoNT F protease inconclusive, BoNT A protease inconclusive, CCHF vOTU inh 12 and PfHsp40 yeast 1.4.
Screening COCCN1C=C2C(=O)C(C)(OC(=O)CCC(=O)OC)C(=O)C=C2C=C1C1CC1 (stereo not drawn) returned Yp Topo-I inh 0, FadD28 FP inh 2.0, Anthrax LF inh2 1, BoNT F protease -7, BoNT A protease -0.5 and PfHsp40 yeast -0.5.
CCCOc1ccc(C2=CSC3=NCCN23)cc1 was read as Yp Topo-I inh 7, FadD28 FP inh -0.2, PrPC surface inh -11, TcdB inh 2.6, Anthrax LF inh2 -12, BoNT F protease -44, BoNT A protease 1.0, CCHF vOTU inh -4 and PfHsp40 yeast -0.6.
For COc1ccc(NC(=S)N(CCc2c(C)[nH]c3ccccc23)Cc2cccnc2)cc1 the results were Yp Topo-I inh -5, FadD28 FP inh -2.9, PrPC surface inh 5, TcdB inh -0.4, Anthrax LF inh2 -10, BoNT F protease -15, BoNT A protease -1.4, CCHF vOTU inh -4 and PfHsp40 yeast -0.1.
CC(=O)Nc1ccc(NS(=O)(=O)c2ccc(Cl)s2)cc1 was read as Yp Topo-I inh 3, FadD28 FP inh -1.0, PrPC surface inh 4, TcdB inh 0.8, Anthrax LF inh2 -2, BoNT F protease -3, BoNT A protease -1.4, CCHF vOTU inh -12 and PfHsp40 yeast -0.6.
`C=CCNC(=O)c1c2c(nc3ccccc13)-c1ccccc1CC2` gave Yp Topo-I inh 4, FadD28 FP inh -4.6, PrPC surface inh -2, Anthrax LF inh2 3, BoNT F protease -8, BoNT A protease -0.6, CCHF vOTU inh -13 and PfHsp40 yeast 1.1.
For Cc1ccc(C)c(S(=O)(=O)N2CCN(CC(=O)Nc3cc(C)on3)CC2)c1 the results were Yp Topo-I inh 3, FadD28 FP inh -4.1, PrPC surface inh 2, Anthrax LF inh2 1, BoNT F protease -11, BoNT A protease 0.1, CCHF vOTU inh 6 and PfHsp40 yeast -0.6.
CCCCCn1cnnc1SCC(=O)c1ccc2c(c1)OCO2 was read as Yp Topo-I inh 13, FadD28 FP inh -1.8, PrPC surface inh -1, TcdB inh 1.3, Anthrax LF inh2 -2, BoNT F protease -5, BoNT A protease 0.8, CCHF vOTU inh 8 and PfHsp40 yeast -1.6.
Screening O=C(Nc1ccc(Cl)cc1)c1ccco1 returned Yp Topo-I inh -7, FadD28 FP inh -1.4, PrPC surface inh -6, TcdB inh 0.7, Anthrax LF inh2 2, BoNT F protease inconclusive, BoNT A protease 4.3, CCHF vOTU inh -2 and PfHsp40 yeast -1.0.
Screening COc1ccc(/C=C/C(=O)N(c2ccccn2)C2CCCCC2)cc1OC returned Yp Topo-I inh 19, FadD28 FP inh -3.7, PrPC surface inh 0, TcdB inh 0.3, Anthrax LF inh2 -3, BoNT F protease -3, BoNT A protease -0.5, CCHF vOTU inh -4 and PfHsp40 yeast -0.3.
For COc1cc(/C=N/Nc2nc3c(c(=O)n(C)c(=O)n3C)n2Cc2ccccc2)ccc1OC(=O)c1ccco1 the results were Yp Topo-I inh -3, FadD28 FP inh -3.2, PrPC surface inh 0, TcdB inh 0.7, Anthrax LF inh2 0, BoNT F protease 4, BoNT A protease -0.9, CCHF vOTU inh -3 and PfHsp40 yeast -0.1.
Screening CCCCCCn1c(O)c(C=NCCCn2ccnc2)c(=O)[nH]c1=O returned Yp Topo-I inh 5, FadD28 FP inh 0.0, PrPC surface inh -3, Anthrax LF inh2 2, BoNT F protease -2, BoNT A protease -0.2, CCHF vOTU inh 1 and PfHsp40 yeast 3.3.
